High-throughput results deposited in PubChem BioAssay by several laboratories.
MRP-1 activ – H69AR viability gain despite doxorubicin, primary screen, MRP-1 activator project, H69AR cells, CellTiter-Glo; viability increase, % at 10 µM; viability rescue; 140,000 compounds, 0.61% hits; AID 799, 2007;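 active means viability gain under doxorubicin at or above a set limit, the compound median plus 3 SD, cut at about 4.7% in these data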;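 further: MRP-1 overexpressing cells given doxorubicin 25 µM after compound pretreatment; 18-22 h compound pretreatment then 72 h with doxorubicin before readout; 0% = doxorubicin-only wells and 100% = vehicle-treated cells without doxorubicin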
HCT116 PTEN-null – growth suppression of PTEN-null HCT116, primary screen, cell-based, CellTiter-Glo; HCT116 PTEN-null viability, 60 h; stronger effect = lower value; AID 827, 2007; viability, % at 10 µM; 140,000 compounds, 1.2% hits;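 active means viability at or below a set limit, 4 SD under the median of all tested compounds, cut at about 3.7% in these data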;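 further: PTEN knockout HCT116 line with beta catenin targeted HCT116 as companion control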
GALR2 antag – GALR2 antagonists in receptor-expressing cells, primary screen. Galanin receptor type 2 (Homo sapiens), O43603. antagonist mode. inhibition, % at 4 µM. 140,000 compounds, 0.39% hits; in the data active means inhibition above about 27%;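 further: cells stimulated with galanin 1-16 at roughly its EC80; 0% = agonist challenge control and 100% = basal control without agonist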
Target sequence (O43603 whole entry, looked up): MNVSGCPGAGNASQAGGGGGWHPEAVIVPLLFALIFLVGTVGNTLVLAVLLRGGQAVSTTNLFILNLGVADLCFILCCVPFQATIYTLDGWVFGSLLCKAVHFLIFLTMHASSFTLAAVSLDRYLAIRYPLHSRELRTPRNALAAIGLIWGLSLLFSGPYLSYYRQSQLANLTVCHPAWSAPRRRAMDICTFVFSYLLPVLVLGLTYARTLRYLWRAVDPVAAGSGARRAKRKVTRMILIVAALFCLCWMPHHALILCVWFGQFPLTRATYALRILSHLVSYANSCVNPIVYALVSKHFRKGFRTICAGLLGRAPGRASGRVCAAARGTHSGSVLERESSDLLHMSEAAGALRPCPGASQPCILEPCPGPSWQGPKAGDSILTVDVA
Phagocyt inh – inhibitors of macrophage phagocytosis, primary screen, imaging, J774A.1 cells, IgG beads; 110,000 compounds, 0.07% hits; inhibition, % at 5 µM; J774A.1 macrophage IgG-bead phagocytosis;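 active means inhibition above the mean of the plate negative controls plus 5 SD, cut at about 13% in these data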;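 further: phagocytic index as fraction of beads internalized from green versus red external bead signal; plate controls were DMSO negative control for no effect and cytochalasin-D positive control for full effect; some results beyond the cut were filed as inactive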
HCT116 bCat-KO – primary screen for growth suppressors in beta-catenin knockout HCT116 cells (colon tumor, human) | AID 818, 2007 | viability, % at 10 µM | 140,000 compounds, 1.5% hits | HCT116 beta-catenin knockout viability, CellTiter-Glo, 60 h; stronger effect = lower value;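 active means viability at or under a set limit, the compound median less 4 SD, cut at about 6% in these data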;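 further: 0% = Hyamine 1622 control at 20 µM and 100% = untreated cell control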
E-sel TNF inh – E-selectin induction blockers in HUVEC – imaging, immunofluorescence, high content, primary screen. HUVEC TNFa-induced E-selectin immunofluorescence. inhibition, % at 2 µM. 120,000 compounds, 0.71% hits. AID 1246, 2008;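 active means inhibition above the batch mean plus 3 SD, and confirmed as a hit on visual image review, cut at about 43% in these data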;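 further: 0% = TNF-stimulated DMSO wells and 100% = unstimulated control wells; not every result past the cut was called active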
Measles CPE – compounds protecting cells from measles virus cytopathic effect, primary screen, measles RdRp inhibitor project, single point, MLSMR library, absorbance | protection (pct of control), % at 4 µM | Measles virus-infected cells, CPE protection | 140,000 compounds, 1.5% hits | AID 841, 2007; in the data active means protection mostly above about 24%, no sharp cut-off; inactive means mostly below about 26%; further: some compounds called inactive have numbers as strong as hits
NPY Y2 blocker – NPY-Y2 receptor antagonists, primary screen, cell-based | 140,000 compounds, 0.99% hits | NPY-Y2 expressing cells, antagonist mode | inhibition, % at 2.7 µM | AID 793, 2007; in the data active means inhibition above about 17%;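 further: 0% = vehicle with agonist challenge and 100% = reference antagonist with challenge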
Target sequence (P49146 whole entry, looked up): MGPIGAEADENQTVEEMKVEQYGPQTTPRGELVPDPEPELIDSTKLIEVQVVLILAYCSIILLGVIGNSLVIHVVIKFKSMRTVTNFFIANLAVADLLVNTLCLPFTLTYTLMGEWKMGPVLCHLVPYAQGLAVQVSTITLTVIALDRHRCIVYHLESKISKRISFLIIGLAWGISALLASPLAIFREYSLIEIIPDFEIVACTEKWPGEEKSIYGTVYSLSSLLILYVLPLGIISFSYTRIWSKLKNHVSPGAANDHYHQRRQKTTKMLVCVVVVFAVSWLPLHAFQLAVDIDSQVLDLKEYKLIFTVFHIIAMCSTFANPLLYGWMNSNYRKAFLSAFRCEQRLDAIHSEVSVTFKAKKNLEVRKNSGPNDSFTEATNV
Yeast life ext – compounds extending yeast replicative lifespan, primary screen, S. cerevisiae, OD615; 130,000 compounds, 0.68% hits; inhibition of the nicotinamide effect, % at 10 µM; AID 775, 2007; S. cerevisiae growth with nicotinamide; deaD strain in restrictive glucose medium;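 active means inhibition above a set limit, placed 3 SD over the median of all compounds, cut at about 26% in these data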;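 further: 0% = nicotinamide-treated wells and 100% = cells grown without nicotinamide; some compounds called inactive have numbers as strong as hits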
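Buffer or medium: CSMM-D glucose medium, restrictive; test system: modified budding yeast, DeaD strain; compound: single dose 10 µM compound, 0.25% DMSO; schedule: culture preincubation 4 h, compound exposure 48 h, both 30 °C; detection: optical density (absorbance) at 615 nm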
BB579 growth dn – growth inhibitors of yeast BB579 in restrictive medium, primary screen, yeast lifespan-shortening project, S. cerevisiae; OD615, 48 h; inhibition, % at 10 µM; 140,000 compounds, 0.51% hits;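 active means inhibition above a set limit, 3 SD over the mean compound inhibition, cut at about 44% in these data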; further: inactives centre near -24
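System: Saccharomyces cerevisiae DeaD strain BB579, replicative lifespan model yeast | Buffer or medium: Restrictive glucose-based CSMM-D medium | Times: 4 h preincubation and 48 h exposure at 30 °C | Detection: OD615 turbidity measurement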
An asterisk follows results filed as active; . = not tested or not shown.

SMILES	MRP-1 activ	HCT116 PTEN-null	GALR2 antag	Phagocyt inh	HCT116 bCat-KO	E-sel TNF inh	Measles CPE	NPY Y2 blocker	Yeast life ext	BB579 growth dn
CC(=O)Nc1ccc(S(=O)(=O)N(C)CC(=O)NC2=NCCS2)cc1	-0.8	94	0	0	107	.	7	3	-12	20
CCCCN1C(=O)/C(=C2/C=CC=CN2C)SC1=S	-2.1	96	5	2	95	48	10	-1	-13	6
Cc1nc(Cl)sc1C(=O)Nc1ccc(Cl)cc1	-3.1	92	-13	-4	97	.	13	3	-7	-46
CCO/C(C)=N/n1c2nc3ccccc3nc2c2c(=O)n(Cc3ccccc3Cl)c(C)nc21	-0.3	67	-24	-1	77	.	7	1	12	-24
COc1cc(Cl)c(C)cc1NC(=O)CCCn1c(=O)oc2ccccc21	-1.8	93	-4	-8	87	.	5	3	-2	11
COc1cc(OC)cc(-c2cc3nc(C)c(CCC(=O)O)c(C)n3n2)c1	-2.4	97	5	0	97	.	30	0	-7	-29
CC(OC(=O)CNC(=O)c1ccc2c(c1)OCO2)C(=O)NCCC1=CCCCC1 (stereo not given)	-0.8	84	14	1	78	22	2	1	-15	-32
Cc1ccccc1N1C(=O)[C@@H]2Cc3ccccc3CN2C1=O	-3.2	94	5	-1	100	-4	13	3	7	-39
Cc1cccc2nc(CSc3nc4ccc([N+](=O)[O-])cc4[nH]3)cn12	1.5	99	6	.	102	.	31	-1	-5	-32
Cc1nnc(SCc2ccccc2C#N)n1-c1ccccc1	-3.0	102	-6	0	98	-16	12	2	4	-15
CCCCC(=O)Nc1ncc2c(n1)CC(C)(C)CC2=O	-2.0	97	7	0	98	.	9	-1	-2	-39
CN(CC(=O)Nc1nc2ccccc2s1)S(=O)(=O)c1ccc(Cl)cc1	-2.0	94	0	0	89	13	12	-1	-2	-54
CC1CCC(NC(=O)COc2ccc(C(=O)c3ccccc3)cc2)CC1 (stereo not given)	0.0	83	0	0	74	19	5	9	7	-19
Cc1nc2cccc(C)n2c(=O)c1Cl	-2.5	94	4	-2	91	-9	9	-1	-12	-18
COc1ccccc1CC1(C)NC(=O)N(CC(=O)N2CC(C)OC(C)C2)C1=O (stereo not given)	-4.4	101	4	-1	95	87*	7	-2	-5	8
CCOC(=O)CSc1ncc(-c2cccc(Cl)c2)cn1	-1.0	92	-9	-1	88	-35	7	5	-10	3
COC(=O)NCC1(C)CC(NC(=O)OC)CC(C)(C)C1 (stereo not given)	-1.9	81	-7	3	79	-31	4	1	-14	-19
O=C(c1ccncc1)N1CCN(C(=O)c2ccncc2)CC1	-1.9	98	-2	-1	96	-15	5	3	-4	-3
C=CCOc1c(Br)cc(C2NC(=O)NC(C)=C2C(C)=O)cc1OCC (stereo not given)	-5.4	98	-2	.	100	7	2	0	-10	-39
CC(c1ccco1)N(C(=O)c1ccccc1NS(=O)(=O)c1ccc(Cl)cc1)c1ccccn1 (stereo not given)	-0.4	75	-9	-7	85	.	6	10	22	-29
Cc1nc2ccc(NC(=O)c3sccc3C)cc2s1	3.8	106	9	-1	94	10	11	0	-8	-36
Cc1c(NC2=CC(=O)CC(C)(C)C2)ccc([N+](=O)[O-])c1C	-1.4	88	11	-10	91	.	11	5	-2	-15
O=S(=O)(NCc1ccccc1)c1ccc(S(=O)(=O)N(Cc2ccccn2)Cc2ccco2)cc1	-4.1	90	10	0	85	-10	4	4	1	-57
CCn1c(-c2csc3c2CCCC3)n[nH]c1=S	-0.3	95	13	-12	101	.	20	4	6	4
CCS(=O)(=O)N1CCCC(C(=O)NC2CCCCC2)C1 (stereo not given)	-1.6	91	5	2	84	.	3	-2	-26	-23

Fetched by structure from the list above (2):
SMILES	MRP-1 activ	HCT116 PTEN-null	GALR2 antag	Phagocyt inh	HCT116 bCat-KO	E-sel TNF inh	Measles CPE	NPY Y2 blocker	Yeast life ext	BB579 growth dn
CC(OC(=O)CNC(=O)c1ccc2c(c1)OCO2)C(=O)NCCC1=CCCCC1 (stereo not given)	-0.8	84	14	1	78	22	2	1	-15	-32
CC(=O)Nc1ccc(S(=O)(=O)N(C)CC(=O)NC2=NCCS2)cc1	-0.8	94	0	0	107	.	7	3	-12	20

More entries.
SMILES	MRP-1 activ	HCT116 PTEN-null	GALR2 antag	Phagocyt inh	HCT116 bCat-KO	E-sel TNF inh	Measles CPE	NPY Y2 blocker	Yeast life ext	BB579 growth dn
c1ccc(-c2nn3c(C4CCCCC4)nnc3s2)nc1	-0.4	106	3	-1	124	37	2	4	-10	-25
CNC(=O)Nc1ccccc1C(=O)NCc1ccccc1	-0.8	106	3	0	105	-112	2	3	-19	-30
CCOC(=O)N1CCN(C2CC(=O)N(c3ccc(Oc4ccccc4)cc3)C2=O)CC1 (stereo not given)	0.3	107	-4	1	102	-6	11	0	15	-17
CCC(C)NS(=O)(=O)c1ccc(OC)c(Cl)c1Cl (stereo not given)	-0.6	100	1	0	100	32	3	1	6	-42
CC1CN(C(=O)CSc2nnc(-c3ccc(Cl)cc3)n2C)CC(C)O1 (stereo not given)	-3.3	96	1	-4	92	-14	8	4	-3	-32
CCOc1ccc(N2C(=O)CC(N3CCN(C4CCc5ccccc5C4)CC3)C2=O)cc1 (stereo not given)	-1.6	97	3	0	89	.	17	-2	-7	-29
CCc1cc(C(c2ccccn2)N2CCN(C)CC2)c(NC(=O)c2ccccc2)s1 (stereo not given)	-4.4	98	13	-3	94	18	12	5	10	-16
Cc1ccc(C(=O)C2CCN(CC(=O)Nc3nc(C)cs3)CC2)cc1	-4.1	70	-8	-2	64	-48	3	16	-7	-18
CN1CCN(CC(=O)Nc2nnc(-c3cccs3)s2)CC1	-1.1	93	-15	-4	91	-1	21	1	3	9
CC(C)OC(=O)c1ccc(NC(=O)c2ccco2)cc1	0.2	87	-26	1	84	-2	11	1	-20	-7
COC(=O)c1ccc(C(NC(=O)OCc2ccccc2)/C(F)=C/[C@@H](C)C(=O)NCc2ccc(-c3ccccc3)cc2)cc1 (stereo not given in full)	-3.8	86	-14	.	93	.	4	2	2	-42
CCOc1ccc(CCNC(=O)C2=C(C)C(=O)OC23CCC(C)CC3)cc1 (stereo not given)	-1.4	98	0	.	98	-8	3	0	5	-7
COc1ccc(Oc2coc3cc(OC(=O)N4CCOCC4)ccc3c2=O)cc1	1.2	92	-4	0	93	-13	8	-3	-10	-2
COC(=O)c1cc(Br)ccc1OC(=O)c1cccnc1	-1.4	96	0	0	100	2	12	-1	-5	-17
COc1ccc(-c2noc(CCC(=O)Nc3cc(OC)ccc3OC)n2)cc1	-1.5	96	7	0	98	2	5	2	-13	-60
N#Cc1nc(-c2cccs2)oc1NCc1ccco1	-5.3	98	4	-1	94	1	8	3	-29	-40
CCOC(=O)C1CCCN(Cc2c(Cl)cccc2Cl)C1 (stereo not given)	0.1	89	1	0	89	6	6	4	-9	-16
COc1ccc(CNc2ccc3c(c2)ncn3-c2ccccc2OC)cc1	2.3	56	4	.	66	5	4	-1	-19	-36
O=C(NCc1ccc(Cl)cc1)c1noc2c1CCCCC2	4.7	89	4	-2	103	-27	21	2	-5	-11
C=CCN(CC=C)CC(O)Cn1c2ccccc2c2ccccc21 (stereo not given)	-2.1	21	-33	.	19	.	8	16	1	-51
COC(=O)c1ccccc1NC(=O)COC(=O)c1cccnc1	-0.8	95	-17	0	98	.	2	2	-10	-58
CCN(CC)C(=O)CSc1nc(O)cc(=O)n1C	-1.9	86	-8	-4	82	-13	9	1	-5	-22
Cc1cccc(CSCCNC(=O)c2ccc(N(C)S(=O)(=O)c3ccccc3)cc2)c1	-1.2	67	0	-3	58	-10	12	12	3	-47
CCOC(=O)C1CCN(C(=O)CCc2c(C)nc3c(-c4ccc(F)cc4)c(C)nn3c2C)CC1	-3.3	102	1	0	93	.	7	2	-11	-29
Cc1ccc([N+](=O)[O-])cc1NC(=S)NC(=O)C(C)(C)C	-1.6	81	-8	.	94	-6	25	0	-12	-1

More entries follow:
SMILES	MRP-1 activ	HCT116 PTEN-null	GALR2 antag	Phagocyt inh	HCT116 bCat-KO	E-sel TNF inh	Measles CPE	NPY Y2 blocker	Yeast life ext	BB579 growth dn
Nc1cc(-c2nc3ncccc3o2)ccc1Cl	-5.0	94	18	.	87	1	8	1	.	11
CCc1ccc2oc(=O)cc(CN(C)Cc3ccccc3)c2c1	-3.3	95	1	-2	85	22	14	9	-8	-15
O=C(NCCc1cn2ccccc2n1)C1CCCCC1	-1.0	105	-3	1	105	.	10	1	-7	5
O=C(Nc1ccc(Cl)cc1)OCc1cc(-c2ccccc2Cl)on1	-1.4	95	0	.	100	-9	5	1	-11	-45
COc1ccc(S(=O)(=O)NCCSCc2cccc(C)c2)cc1Br	-1.0	69	-3	1	66	-35	2	5	-2	-32
COc1cc(OC)c(C(=O)COc2ncnc3ccccc23)c(OC)c1	-2.7	95	3	-1	85	.	11	-1	-9	-27
Cc1cc(C)nc(SCCn2c(N3CCCCC3)nc3c2c(=O)n(C)c(=O)n3C)n1	-1.1	98	-5	0	105	5	2	3	-12	-19
CCOC(=O)N1CCC(NC(=O)c2ccc(CS(=O)(=O)c3c(Cl)cccc3Cl)o2)CC1	-3.7	93	-4	0	87	-26	22	6	-3	-42
CC(C)c1ccc(NC(=O)C2CCN(S(C)(=O)=O)CC2)cc1	-2.8	105	-12	-1	88	-8	3	0	-19	8
Cc1cc(C)n(/N=C/c2ccco2)c(=O)c1C#N	0.8	96	21	-1	97	.	7	-1	2	-25
COc1ccc(NC(=O)c2cccs2)c([N+](=O)[O-])c1	-0.2	109	-16	.	92	-47	15	10	-12	14
Cc1cc(OCCCCCNCCO)cc(C)c1Cl	-5.7	3.6*	-2	-1	14	-31	18	3	-8	11
CCOC(=O)N1CCC(NC(=O)C2CCN(S(=O)(=O)N3CCCC3)CC2)CC1	-2.3	91	-4	-6	93	-3	10	-1	-25	-8
COc1ccc(C(=O)N2CCN(C(C)=O)CC2)cc1S(=O)(=O)NCc1ccc(Cl)cc1	-0.5	86	1	0	76	.	7	1	-14	-26
O=C(CN1C(=O)NC2(CCCC2)C1=O)Nc1ccc(F)c(F)c1F	1.1	100	2	1	91	4	7	4	4	-61
Cn1c(SCc2cc(=O)[nH]c3ccccc23)nnc1-c1ccc(Br)cc1	-1.6	85	-9	-2	93	16	28	2	-4	-22
Cc1noc(C)c1C(=O)NCc1cccs1	0.6	102	2	.	104	-27	44*	-1	-9	-42
Cn1c(=O)oc2cc(S(=O)(=O)N3CCC4(CC3)OCCO4)ccc21	-2.1	92	-2	-1	90	.	8	1	24	-18
COc1ccc(-c2csc(Cc3nnc4n3CCCCC4)n2)cc1	0.2	96	-3	2	97	-9	15	3	-15	-12
CCOc1ccc(OCC)c(Nc2cc(C)nc3ncnn23)c1	-2.8	76	8	0	83	-19	13	0	-16	19
